D1 antagonist = Antagonist of Human D 1 Dopamine Receptor: qHTS; 360,000 compounds, 3.2% hits; activity change, negative = inhibition, % at 10 µM; HEK293 TREx D1 cells, calcium flux, dopamine EC80; active compounds read low; in the data active = activity change below about -30%; also: % is scaled to controls: 0 for no effect and ±100 for the full control effect
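Tetracycline-induced HEK293 Trex D1 cells, force-coupled to calcium, dye-loaded; compounds added and read 180 s, then EC80 dopamine added and calcium flux tracked kinetically another 180 s.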
Vif-A3F inh = qHTS for Inhibitors of Vif-A3F Interactions: qHTS; HeLa A3F-eYFP + Vif (tagged APOBEC3F with the HIV-1 protein that degrades it), YFP fluorescence increase; Potency, µM (top dose mostly 46.1 µM), for inactives: at the highest dose activity, negative = active; 390,000 compounds, 0.2% hits; AID 602313, 2012; also: potency is read from the fitted curve at half-maximal effect; % of control where 0% means no effect; nearly all actives have a fitted effect of over 65% in size
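Fluorescence increase (Ex 488/Em 500-530) after overnight compound treatment at 37 deg C flags inhibition of Vif-driven A3F-eYFP loss in stable HeLa A3F-eYFP/Vif cells seeded overnight beforehand.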
Vif-A3G inh = qHTS for Inhibitors of Vif-A3G Interactions: qHTS; DNA dC->dU-editing enzyme APOBEC-3G (Homo sapiens), Q9HC16; HeLa A3G-eYFP + Vif (tagged APOBEC3G with the HIV-1 protein that degrades it), YFP fluorescence, overnight; Potency, µM (series often up to 46.1 µM), for the others: top-dose activity, negative = active, usual class: inhibitors; 410,000 compounds, 0.076% hits; AID 602310, 2012;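 also: potency is read from the fitted curve at half-maximal effect; % is scaled to controls: 0 for no effect and ±100 for the full control effect; nearly all actives have a fitted effect of over 60% in size; hits raise eYFP signal because A3G escapes Vif-driven loss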
Target sequence (Q9HC16 whole entry, looked up): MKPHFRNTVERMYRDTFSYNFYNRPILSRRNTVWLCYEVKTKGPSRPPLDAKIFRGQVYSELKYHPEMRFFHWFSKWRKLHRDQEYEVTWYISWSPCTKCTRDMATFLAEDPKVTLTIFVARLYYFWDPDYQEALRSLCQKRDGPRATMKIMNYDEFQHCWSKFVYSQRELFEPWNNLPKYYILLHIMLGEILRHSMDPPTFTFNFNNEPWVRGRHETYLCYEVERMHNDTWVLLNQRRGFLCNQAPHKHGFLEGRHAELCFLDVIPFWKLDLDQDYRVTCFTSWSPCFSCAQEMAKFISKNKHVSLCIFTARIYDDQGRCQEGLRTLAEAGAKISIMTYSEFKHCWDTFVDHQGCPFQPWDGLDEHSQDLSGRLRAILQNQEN
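HeLa cells stably expressing Vif and C-terminally eYFP-tagged A3G, seeded overnight at 37 deg C, then exposed to compound by pintool overnight at 37 deg C. Rise in yellow fluorescence (Ex 488/Em 500-530, Acumen) marks blocked Vif-driven A3G degradation.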
RXFP1 agonist = qHTS Assay for Agonists of the Relaxin Receptor RXFP1; Relaxin receptor 1 (Homo sapiens), Q9HBX9; HEK293T-RXFP1 cAMP TR-FRET, 30 min; response scale: percent of porcine relaxin response, buffer zero; Potency, µM (highest dose often 57.5 µM), for inactives: at the top dose activation, actives largely listed as activators; 370,000 compounds, 0.3% hits; AID 2676, 2010; also: potency is read from the fitted curve at half-maximal effect; % is scaled to controls: 0 for no effect and ±100 for the full control effect; nearly all actives have a fitted effect of over 60% in size; many of its hits are not listed in these tables
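cAMP rise read by TR-FRET after 30 min, 37C compound exposure (up to 58 uM) in RXFP1-transfected HEK293 cells with Ro 20174 present. EC50 from Hill-equation fits, with 29 nM porcine relaxin as 100% and buffer as basal.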
D1 PAM = Potentiators of Human D1 Dopamine Receptor: qHTS | D(1A) dopamine receptor (Homo sapiens), P21728 | HEK293 TREx D1 cells, calcium flux, dopamine EC20 potentiation | potentiation, % at 10 µM | AID 504651, 2011 | 360,000 compounds, 0.036% hits; in the data active = potentiation above about 30%; also: 0% is about no effect
GRP78 ERSR act = qHTS for Inducers of the Endoplasmic Reticulum Stress Response (ERSR) in Human Glioma: qHTS. 420,000 compounds, 0.02% hits. Potency, µM, for inactives: at the top dose activation, usual class: activators. U87-MG GRP78 promoter luciferase reporter, 16 h; also: potency is read from the fitted curve at half-maximal effect; series mostly up to about 76 µM; % of control where 0% means no effect; nearly all actives have a fitted effect of over 35% in size
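Stably transfected U87-MG glioma cells carrying a GRP78-based luciferase sensor; 16 h compound incubation. Luminescence end-point read 10 min after Bright-Glo addition at room temperature.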
LDHA block = qHTS assay for inhibitors of human lactate dehydrogenase | purified LDHA, NADH/diaphorase-resazurin fluorescence; active compounds read low | activity change, % (values are at about 110 or 230 µM) | L-lactate dehydrogenase A chain (Homo sapiens), P00338 | 480,000 compounds, 0.15% hits; in the data active = activity change below about -30%; inconclusive = mostly about -25% to -30%;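 also: plate controls were DMSO wells for no effect and wells without enzyme for full effect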
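Human LDH5 (2 nM) was incubated with 0.06 mM NADH and 0.2 mM pyruvate for 5 min at room temperature in Tris pH 7.4. Remaining NADH was coupled through diaphorase/resazurin, and resorufin fluorescence was read at 0 and 20 min.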
D1 agonist = Allosteric Agonists of the Human D1 Dopamine Receptor: qHTS. 360,000 compounds, 1% hits. AID 504660, 2011. activation, % at 2 µM. HEK293 T-REx D1 cells, calcium flux, agonist mode. D(1A) dopamine receptor (Homo sapiens), P21728; in the data active = activation above about 30%; also: 0% is about no effect
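Inducible HEK293 T-REx D1 cells, force-coupled to calcium signalling, were plated at 4000 cells/well with tetracycline and held overnight at 30 C. After no-wash calcium dye loading, compound-evoked calcium rise over 180 s flagged agonists.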
D2 PAM = HTS Assay for Positive Allosteric Modulators of the Human D2 Dopamine Receptor: Primary Screen for Potentiators; D(2) dopamine receptor (Homo sapiens), P14416; potentiation, % at 10 µM; 340,000 compounds, 0.34% hits; AID 485347, 2010; HEK293 T-REx D2, calcium flux, EC20 dopamine potentiation;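 active = potentiation over 3 SD above the plate norm, cut at about 30% in these data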; also: 0% is about no effect
Target sequence (P14416 whole entry, looked up): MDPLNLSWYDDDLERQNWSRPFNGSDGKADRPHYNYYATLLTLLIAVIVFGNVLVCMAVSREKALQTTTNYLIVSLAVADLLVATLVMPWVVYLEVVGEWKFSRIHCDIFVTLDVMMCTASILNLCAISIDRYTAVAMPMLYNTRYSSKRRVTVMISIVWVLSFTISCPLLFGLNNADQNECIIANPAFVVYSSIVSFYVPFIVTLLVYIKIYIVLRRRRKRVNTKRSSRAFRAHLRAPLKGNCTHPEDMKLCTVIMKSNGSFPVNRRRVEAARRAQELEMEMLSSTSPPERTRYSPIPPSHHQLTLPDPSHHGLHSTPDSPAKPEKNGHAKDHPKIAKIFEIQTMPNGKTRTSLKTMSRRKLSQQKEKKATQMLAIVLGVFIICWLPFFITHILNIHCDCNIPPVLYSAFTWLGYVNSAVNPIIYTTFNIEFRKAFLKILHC
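Using a no-wash calcium dye in inducible, force-coupled HEK293 Trex cells expressing D2, we tracked fluorescence each second for 180 s after compound, then for 180 s after EC20 dopamine to detect augmented signalling.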
* = called active by the depositor; ? = inconclusive; nt = no result given; & = joins results of further samples. Unless noted, calls follow the shape of the dose curve; as a rule, active = well fitted curve in the direction sought with a large enough effect; inconclusive = small, poorly fitted or top-dose-only effect, or another doubt; inactive = no such curve, though single readings can be large; an effect the other way counts as inactive or inconclusive. Not all compounds are listed; count on the stated rates, not on these rows.

Start of the data: the first 2 compounds (preview)
SMILES	D1 antagonist	Vif-A3F inh	Vif-A3G inh	RXFP1 agonist	D1 PAM	GRP78 ERSR act	LDHA block	D1 agonist	D2 PAM
O=C1CCC(C(=O)OCC(=O)c2c[nH]c3ccccc23)=NN1	-11	2%	-1%	0.4%	-3	0%	-1&-1	2	16
CCCCN(CC)Cc1c(C)[nH]c2ccccc2c1=O	-12	5%	-4%	-0.2%	-3	2%	0	3	-1

Results, from the first entry:
SMILES	D1 antagonist	Vif-A3F inh	Vif-A3G inh	RXFP1 agonist	D1 PAM	GRP78 ERSR act	LDHA block	D1 agonist	D2 PAM
O=C1CCC(C(=O)OCC(=O)c2c[nH]c3ccccc23)=NN1	-11	2%	-1%	0.4%	-3	0%	-1&-1	2	16
CCCCN(CC)Cc1c(C)[nH]c2ccccc2c1=O	-12	5%	-4%	-0.2%	-3	2%	0	3	-1
CCC(C)(C(=O)NC1CCCCC1)N(Cc1cccs1)C(=O)Cc1cccs1 (stereo not drawn)	5	-3%	-1%	-0.2%	0	-5%	-12&1	3	-4
CN(C(=O)CSc1nc(-c2ccc(F)cc2)cs1)C1CCS(=O)(=O)C1 (stereo not drawn)	-2	-5%	2%	2.1%	-3	-1%	0	2	11
CCCCCCN(C(=O)CCCCCN1C(=O)NC(c2ccc(C(C)(C)C)cc2)C(C(=O)OCc2ccccc2)=C1C)C(C(=O)NCCCC)c1ccc(OCC(=O)OC)c(C(=O)OC)c1 (stereo not drawn)	-13	nt	nt	0.0%	-5	nt	nt	17	-13
O=c1[nH]c(C2CCN(S(=O)(=O)c3ccccc3)CC2)nc2c1nnn2Cc1ccc2c(c1)OCCO2	-18	1%	-9%	2.5%	-2	0%	-1	2	-3
c1ccc(-c2c[n+]3c(n2-c2ccccc2)SCC3)cc1	2	-3%	4%	-1.6%	-2	-5%	-5	7	-1
COc1ccc(C2OC(=O)CC2C(=O)N2CCN(c3cc(Cl)ccc3C)CC2)cc1OC (stereo not drawn)	7	2%	-5%	0.1%	-2	-1%	-5	0	9
CCN(CC)CC#CC(C)(C)OC(C)=O	nt	-4%	-4%	nt	nt	-5%	-2	nt	nt
CCCCOC(=O)Cn1c(=O)n(CC(=O)OCCCC)c2ccccc21	-8	1%	1%	-0.2%	3	3%	1	1	-8
O=C(c1ccc(S(=O)(=O)Cc2ccccc2Cl)c([N+](=O)[O-])c1)N1CCOCC1	8	0%	?	0.6%	-10	-5%	-1	1	7
O=C(N/C=C/c1ccco1)Nc1cccc(Cl)c1	-8	?	-9%	-0.5%	-4	3%	3	12	-4
Cc1c(Cl)cccc1NS(=O)(=O)c1ccc2[nH]cc(C(=O)NC3CCCC3)c(=O)c2c1	-12	-7%	-7%	0.5%	7	-1%	1	1	-4
CCOC(=O)CCc1c(C)nc2cc(C3CCCN(C(=O)OC(C)(C)C)C3)[nH]n2c1=O (stereo not drawn)	-10	-2%	3%	-1.7%	4	-3%	-5	2	-4
COc1ccc(C2(C)NC(=O)N(CC(=O)Nc3ccc(C)cc3Br)C2=O)cc1OC (stereo not drawn)	6	6%	0%	-1.4%	5	-2%	-8	4	5
COc1cc(/C=C/C(=O)OCC(=O)NC(C)c2ccccc2)cc(OC)c1OC (stereo not drawn)	nt	2%	-4%	nt	nt	-2%	1	nt	nt
Nc1nnc(CCc2ccccc2)s1	-2	-1%	-5%	-0.7%	-4	-5%	1	1	-1
COc1ccc(-n2nc(C(=O)NCCc3ccc(Cl)cc3)c3c4ccccc4n(C)c3c2=O)cc1Cl	-3	-8%	-2%	21%	-1	-2%	-3	2	17
C[C@H]1CN([C@@H](C)CO)C(=O)c2cc(NS(=O)(=O)c3ccc(Cl)cc3)ccc2O[C@@H]1CN(C)CC1CCCCC1	nt	-18%	1%	nt	nt	1%	0	nt	nt
COc1ccc(N(C(=O)c2ccccc2)S(=O)(=O)c2cccs2)cc1	5	-5%	-27%	1.4%	-4	32µM*	-2	4	-2
Cc1ccc(OCc2nnc(SCC(=O)N3CCc4ccccc43)n2C)cc1	nt	?	2%	nt	nt	-3%	-6	nt	nt
CCOC(=O)CSc1nc2sc3c(c2c(=O)n1-c1ccc(OC)cc1)CCN(C)C3	-8	-3%	-1%	5.6%	-3	-2%	-5	5	1
S=C(NCCNCc1ccccc1)NC1CCCCC1	18	nt	nt	1.6%	12	nt	nt	-3	6
COc1ccc(-c2noc(CSc3nnc(C)n3-c3cccc(C)c3)n2)cc1	-34*	1%	5%	-2.1%	-2	-2%	4	10	-2
COC(=O)c1ccc(CSc2ncnc3c2sc2nc(N4CCOCC4)c4c(c23)CCCC4)o1	nt	6%	-1%	nt	nt	0%	-3	nt	nt
SMILES	D1 antagonist	Vif-A3F inh	Vif-A3G inh	RXFP1 agonist	D1 PAM	GRP78 ERSR act	LDHA block	D1 agonist	D2 PAM
COc1ccc(C(=O)N2CCCC(CNC(=O)c3ccccc3Cl)C2)o1 (stereo not drawn)	4	-7%	-5%	-0.1%	4	-3%	-2	0	-2
CC(C)(C)Cc1c(-c2ccc(F)cc2)nc2ccc(Br)cn12	nt	?	-1%	nt	nt	-1%	-2	nt	nt
COc1ccc(/C=C/C(=O)Nc2cc(-c3nc4ccccc4o3)ccc2OC)cc1	-11	nt	nt	0.4%	-2	nt	-1	4	-4
Cc1ccccc1CNC(=O)C(C)n1nc(C)n2c(cc3occc32)c1=O (stereo not drawn)	10	nt	nt	7.9%	-2	nt	-14	0	-1
CC(C)=CCC1=C(OCC(=O)O)C(=O)c2ccccc2C1=O	-18	5%	-6%	2.8%	3	-4%	14	2	2
O=C(O)c1ccc(COc2ccc(Cl)cc2)o1	2	11%	1%	-0.7%	-2	-1%	-6	3	-1
COc1ccc(OCC(=O)N/N=C/c2ccc(N(C)C)cc2)cc1	0	3%	-13%	1.8%	-1	5%	-8	2	0
Cc1ccc(-c2csc(NC(=O)C3CCN(S(=O)(=O)c4cccs4)CC3)n2)cc1	-22	-2%	0%	2.0%	-3	-5%	-3	4	2
Cc1ccc(/C=C/C(=O)NCCc2ccccc2)o1	-13	-21%	-6%	1.2%	-2	1%	-3	6	22
C/C(=N\NC(=O)CNC(=O)c1cccc(F)c1)c1ccc2ccccc2c1	0	1%	4%	4.2%	-5	0%	-10	3	-2
O=C(O)CCCCn1c(SCc2ccccc2Cl)nc2ccsc2c1=O	7	2%	-25%	1.0%	4	-3%	-2	8	13
CCn1cc(C(=O)NCc2ccco2)c(=O)c2ccc(C)nc21	-3	-6%	3%	2.0%	1	-4%	0	0	8
COc1ccc(C(C)=O)cc1CSc1ccc2c(c1)OCCO2	-27	1%	2%	0.6%	-6	0%	-1	22	7
COc1ccc(S(=O)(=O)N2CCOCC2)cc1NC(=O)C1CCCCN1S(=O)(=O)c1ccccc1 (stereo not drawn)	nt	3%	-9%	nt	nt	-8%	-2	nt	nt
Cc1nn(C)cc1/C=N\NC(=O)c1ccc2c(c1)c(C)c(C)n2Cc1ccccc1	-5	0%	-18%	-0.8%	-3	-4%	1	2	-5
O=C(NC12CC3CC(CC(C3)C1)C2)c1ccc(N2CCNCC2)c([N+](=O)[O-])c1	-4	-18%	5%	-1.5%	-1	-1%	0	5	-15
O=C(c1ccc([N+](=O)[O-])cc1)N1CCSC1c1cccc(Cl)c1 (stereo not drawn)	-35*	11%	-1%	-0.4%	-12	-3%	1	3	-13
CC(=O)NC(Cc1ccccc1F)C(=O)NC1CCN(S(=O)(=O)c2ccccc2)CC1 (stereo not drawn)	17	9%	0%	2.4%	-3	-3%	-1	0	-4
Cc1nc(Nc2ccc(O)cc2)c2c3c(sc2n1)CCCC3	10	-25%	-9%	-0.5%	0	-11%	9	1	8
CC(=O)Nc1ccc(NC(=O)CSc2cn(CC(=O)N3CCOCC3)c3ccccc23)cc1	5	-9%	2%	0.8%	-4	-2%	-8&0	0	6
Cc1[nH]c(C)c(S(=O)(=O)NCc2ccc(F)cc2)c1C(=O)N1CCCCC1	-13	7%	0%	0.3%	-2	-7%	-4	2	9
O=[N+]([O-])c1ccc(C=NNC(=S)Nc2ccc(F)cc2)cc1	nt	9%	1%	nt	nt	1%	-2	nt	nt

An excerpt of these results, with each value named:
Cc1ccc(-c2csc(NC(=O)C3CCN(S(=O)(=O)c4cccs4)CC3)n2)cc1
  D1 antagonist = -22
  Vif-A3F inh = -2%
  Vif-A3G inh = 0%
  RXFP1 agonist = 2.0%
  D1 PAM = -3
  GRP78 ERSR act = -5%
  LDHA block = -3
  D1 agonist = 4
  D2 PAM = 2
Cc1ccc(/C=C/C(=O)NCCc2ccccc2)o1
  D1 antagonist = -13
  Vif-A3F inh = -21%
  Vif-A3G inh = -6%
  RXFP1 agonist = 1.2%
  D1 PAM = -2
  GRP78 ERSR act = 1%
  LDHA block = -3
  D1 agonist = 6
  D2 PAM = 22
C/C(=N\NC(=O)CNC(=O)c1cccc(F)c1)c1ccc2ccccc2c1
  D1 antagonist = 0
  Vif-A3F inh = 1%
  Vif-A3G inh = 4%
  RXFP1 agonist = 4.2%
  D1 PAM = -5
  GRP78 ERSR act = 0%
  LDHA block = -10
  D1 agonist = 3
  D2 PAM = -2
O=C(O)CCCCn1c(SCc2ccccc2Cl)nc2ccsc2c1=O
  D1 antagonist = 7
  Vif-A3F inh = 2%
  Vif-A3G inh = -25%
  RXFP1 agonist = 1.0%
  D1 PAM = 4
  GRP78 ERSR act = -3%
  LDHA block = -2
  D1 agonist = 8
  D2 PAM = 13

High-throughput results (PubChem BioAssay)
